Source: PubChem BioAssay (The Scripps Research Institute Molecular Screening Center)
TAAR1 agonist: human TAAR1 agonism; Q96RJ0; CHO RD-HGA16 TAAR1, Fluo-8 calcium fluorescence; vehicle wells 0%, saturating PEA agonist 100%; activation, % at 3 µM; hit rate 0.99% among 360,000; AID 624467;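 active means activation above the mean activation of all test compounds in the run plus 3 SD, cut at about 38% in these data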
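Test system: RD-HGA16 (CHO) cells co-expressing Gα16 and hTAAR1; dosing: one-point dosing at 3 µM (nominal); timing: 17-24 h seeding, 75 min 37 °C dye, 30 min RT; signal: kinetic Fluo-8 calcium fluorescence; read-out basis: % activation relative to PEA EC100 response; controls: DMSO and PEA EC100; replicates: n 1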
TAAR1 antag: human TAAR1 antagonism; inhibition, % at 3 µM; AID 624466; Q96RJ0; hit rate 1.5% among 360,000; CHO RD-HGA16 TAAR1, Fluo-8 calcium fluorescence, antagonist;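 active means inhibition above a per-plate cutoff, the mean inhibition of test compounds on that plate plus 3 SD, cut at about 49% in these data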;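 further: 0% = DMSO plus EC80 beta-PEA response and 100% = DMSO alone without agonist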
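Assay system: RD-HGA16 CHO cells with stable hTAAR1 and Gα16 / Reagent: EC80 β-phenethylamine stimulus / Doses: 3 µM, single point / Timing: dye loading 75 min at 37 °C, then 30 min room temperature / Measured by: Fluo-8 intracellular calcium dye fluorescence, real-time kinetic reads / Controls: vehicle wells and EC80 agonist wells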
OXTR potentiate: human OXTR potentiation | P30559 | CHO-OTR cells, Fluo-8 calcium fluorescence, potentiator mode; 0% = oxytocin EC15, 100% = EC100 | activation, % at 3 µM | hit rate 0.061% among 320,000;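 active means activation above that plate's cutoff, the mean activation of tested compounds plus 3 SD, cut at about 6.6% in these data, passing the limit was not always enough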;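 further: 100% uses oxytocin at 75 nM as the full agonist control; some results filed as inactive read as strong as hits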
Target sequence (P30559 whole entry, looked up): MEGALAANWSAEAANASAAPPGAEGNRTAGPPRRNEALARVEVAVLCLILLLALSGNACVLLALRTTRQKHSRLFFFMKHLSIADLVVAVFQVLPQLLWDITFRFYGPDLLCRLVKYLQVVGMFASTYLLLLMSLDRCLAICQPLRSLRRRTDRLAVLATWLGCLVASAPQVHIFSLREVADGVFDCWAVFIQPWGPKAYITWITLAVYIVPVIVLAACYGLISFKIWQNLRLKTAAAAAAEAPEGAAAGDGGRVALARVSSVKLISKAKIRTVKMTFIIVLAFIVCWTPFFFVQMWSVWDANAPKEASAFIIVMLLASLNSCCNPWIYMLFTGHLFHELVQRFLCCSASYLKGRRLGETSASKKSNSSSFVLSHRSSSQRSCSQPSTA
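Replication – single well per compound, singlicate · Assay system – CHO cell line stably expressing human OTR · Timing – 6 min pre-incubation, 100 s read · Measure – normalized max/min fluorescence ratio, % activation · Doses – 3.0 µM, one dose · Detection – Fluo-8 calcium dye fluorescence · Probe or stimulus – oxytocin near EC15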
M1 PAM: potentiates human M1 receptor response to acetylcholine. CHO-K1 hM1, Fluo-8 calcium fluorescence, ACh EC20; 0% = ACh EC20, 100% = maximal ACh. hit rate 0.088% among 360,000. activation, % at 3 µM. P11229. AID 588819; in the data active means activation above about 19%, passing the limit was not always enough
Target sequence (P11229 whole entry, looked up): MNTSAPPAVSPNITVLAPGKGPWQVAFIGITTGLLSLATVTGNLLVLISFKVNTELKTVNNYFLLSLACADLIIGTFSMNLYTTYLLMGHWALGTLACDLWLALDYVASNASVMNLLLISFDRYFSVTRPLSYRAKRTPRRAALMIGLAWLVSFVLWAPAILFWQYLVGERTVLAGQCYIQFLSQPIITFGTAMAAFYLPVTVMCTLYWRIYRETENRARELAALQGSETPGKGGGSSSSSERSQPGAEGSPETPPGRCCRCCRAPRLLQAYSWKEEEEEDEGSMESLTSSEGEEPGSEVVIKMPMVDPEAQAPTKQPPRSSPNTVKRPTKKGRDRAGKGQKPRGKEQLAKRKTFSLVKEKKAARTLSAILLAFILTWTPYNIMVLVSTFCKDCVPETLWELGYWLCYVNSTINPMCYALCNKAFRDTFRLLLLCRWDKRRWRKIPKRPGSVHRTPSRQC
M1 ag: activates human CHRM1 receptor; CHO-K1 hM1, Fluo-8 calcium fluorescence, agonist mode; 0% DMSO, 100% acetylcholine EC100; activation, % at 3 µM; hit rate 0.33% among 360,000;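 active means activation above the run's mean compound activation plus 3 SD, cut at about 16% in these data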;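 further: peak over basal fluorescence ratio within a 140 s kinetic read after compound addition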
CHRM1 antagonist: blocks human M1 muscarinic receptor; AID 588852; inhibition, % at 3 µM; hit rate 1.3% among 360,000; CHO-K1 hM1, Fluo-8 calcium fluorescence, ACh EC80 antagonist; P11229;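 active means percent inhibition above its own plate's cutoff, namely the mean of that plate's compound wells plus 3 SD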;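 further: peak over basal fluorescence ratio during 140 s after agonist addition; 0% = ACh EC80 plus DMSO and 100% = DMSO alone without agonist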
V1aR counter: activates human V1a receptor in oxytocin agonist counter-screen | P37288 | CHO-V1R cells, Fluo-8 calcium fluorescence, agonist mode; 0% DMSO, 100% 3 nM vasopressin | activation, % at 3 µM | hit rate 0.25% among 320,000 | AID 2797;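 active means activation above the mean activation of all tested compounds plus 3 SD, per screening run, cut at about 20% in these data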;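 further: signal is peak over basal fluorescence ratio across a 100 second FLIPR read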
CHO parental Ca: counter-screen: ATP calcium response change in parental CHO cells; parental CHO-K1, ATP-induced calcium, Fluo-8 fluorescence; inhibition, % at 5.6 µM; hit rate 0.63% among 330,000; AID 463079;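 active means inhibition above that plate's mean sample inhibition plus 3 SD, cut at about 26% in these data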;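 further: 0% = ATP-challenged DMSO wells and 100% = DMSO wells without ATP; some compounds past the cut are filed as inactive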
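Material – parental CHO cells · Reagent – ATP stimulus · Compound – single nominal dose of 5.6 µM per compound · Detection – Fluo-8 fluorescence · Read-out basis – percent inhibition of calcium signal · Controls – ATP-challenged DMSO wells low, unchallenged DMSO wells high · Repeats – no replicates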
OXTR agonist: activates the human oxytocin receptor; hit rate 0.32% among 320,000; activation, % at 3 µM; CHO-OTR cells, Fluo-8 calcium fluorescence; normalized: DMSO 0%, oxytocin 100%; P30559;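 active means activation above the mean of all tested compounds plus 3 SD, cutoff set per screening run, cut at about 20% in these data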;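 further: peak over basal fluorescence ratio from a 100 s FLIPR kinetic read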
The depositor's hits bear a star; nt = no result given.

SMILES	TAAR1 agonist	TAAR1 antag	OXTR potentiate	M1 PAM	M1 ag	CHRM1 antagonist	V1aR counter	CHO parental Ca	OXTR agonist
CC(=O)Nc1ccc(CN(C)c2c(C)nc3ccc(C(=O)NCCCN4CCCC4=O)cn23)cc1	3	5	nt	10	-9	-17	nt	nt	nt
Cc1cc(Cl)ccc1NC(=S)NC(C)(C)C	3	-38	-7	-2	-4	-12	-0.3	6	-0.9
O=C(NCc1ccco1)C(=O)c1cn(CC(=O)N2CCCCC2)c2ccccc12	3	-7	0	6	-3	-4	1.4	-17	0.2
O=C(COc1ccccc1)Nc1sc2c(c1C(=O)NCc1cccnc1)CCCC2	7	24	-1	-5	-7	6	0.5	-15	-0.9
CCOC(=O)NC(=O)COC(=O)CCCSc1nc2ccccc2s1	1	-27	-9	-3	-4	4	1.4	-5	-0.7
Nc1nc(CN2CCN(c3cccc(Cl)c3)CC2)nc(N2CCCc3ccccc32)n1	4	2	-16	7	-3	-31	-0.6	-14	-1.1
O=C(NCc1ccc2c(c1)OCO2)C1CCC(=O)N1C1CCCCC1 (stereo not drawn)	-1	-1	4	-3	-2	12	2.7	-5	-0.7
COC(=O)CN(c1ccc(C)c(Cl)c1)S(C)(=O)=O	14	-11	-10	12	-2	-17	-0.7	-6	-1.0
COc1ccccc1C(=O)NCCC(=O)NCCOc1ccccc1	1	9	-8	4	-1	-3	0.1	-2	-0.5
CCCCn1c(N)c(N(CCOC)C(=O)c2ccc(OCc3c(C)noc3C)cc2)c(=O)[nH]c1=O	4	-8	1	3	-4	-2	0.7	-7	-0.6
CC(C)C(=O)N1CCN(C2=NS(=O)(=O)c3ccccc32)CC1	1	1	-4	8	-3	-11	0.1	7	1.1
Cc1ccc(-c2nnc(-n3nc(C)cc3C)c3ccccc23)cc1	8	-15	-3	5	-9	-2	-0.3	-12	-1.1
C/C(=N/NC(=O)c1cccnc1)C1=C(O)CC(C)(C)CC1=O	6	11	6	1	-4	-2	1.0	11	1.7
CC1CC(C)CN(C(=O)COC(=O)c2c[nH]c3ccccc23)C1 (stereo not drawn)	4	10	-5	1	0	2	0.8	-8	5.1
C/C(=N/NC(=O)c1ccncc1)C1=C(O)CC(C)(C)CC1=O	2	-3	-5	4	-4	-3	2.9	1	-0.4
CC(=O)N1CCN(CC(O)COc2ccc(Br)cc2)CC1 (stereo not drawn)	0	-5	1	8	-3	-11	1.5	-13	0.6
O=C(C(NS(=O)(=O)c1cccs1)c1ccccc1)N1CCN(c2ccccc2)CC1 (stereo not drawn)	7	-23	-4	0	-2	5	-0.6	-18	-1.1
COc1ccc(-n2nnnc2SCC(=O)Nc2ccccc2F)cc1	0	-2	-9	2	-2	0	2.7	-7	2.6
CCCCNS(=O)(=O)c1ccc2nc(SCC(=O)Nc3cc(C)cc(C)c3)[nH]c2c1	4	-12	-14	13	-5	-9	-0.1	-18	-1.5
CCOC(=O)c1c(-c2ccc(OC)cc2)csc1NC(=O)CNCc1ccco1	nt	nt	-5	-11	-7	17	0.7	-20	0.2
CC1(C(=O)Nc2cccc(NS(C)(=O)=O)c2)CCN1Cc1ccccc1OC(F)F (stereo not drawn)	1	16	nt	-5	-4	-3	nt	nt	nt
CCOC(=O)N1CCN(C(=O)CSc2nc3nc(C)cc(C)n3n2)CC1	4	-12	-2	4	-5	-14	0.9	-11	1.4
O=C1CSC(c2ccccc2F)N1c1ccccc1 (stereo not drawn)	10	9	-1	-10	-7	13	-0.4	-5	-2.4
CC(C)=CC1C(C(=O)NCCc2ccccc2)C1(C)C (stereo not drawn)	2	-26	-7	-5	-4	4	-0.6	-6	-2.3
Cc1nn(C2CCS(=O)(=O)C2)c(Cl)c1/C=C/C(=O)OCC(=O)c1c[nH]c2ccccc12 (stereo not drawn)	9	26	-10	-14	-4	3	8.7	6	6.6
COc1ccc(/C=C/c2cc(-c3ccc(C)cc3)o[n+]2C)cc1	3	3	-2	-5	-8	7	0.8	0	0.2
COc1ccc2oc(=O)c(-c3nc(C)cs3)cc2c1	16	6	-6	-7	-4	8	0.4	-17	0.1
CCCSC1=C(C#N)C(c2ccc(O)c(OC)c2)CC(=O)N1 (stereo not drawn)	0	10	-3	5	0	-8	1.4	-6	0.5
COc1ccccc1NS(=O)(=O)c1ccc(C(=O)NCc2ccncc2)cc1	4	-17	-8	2	-4	-1	2.1	-12	1.9
CCCn1c(NCc2ccccc2NS(=O)(=O)c2ccc(C)cc2)nc2ccccc21	10	7	-10	0	-8	-3	0.1	3	-1.1
COc1cccc(C(=O)Nc2ccc(C(=O)c3ccncc3)cc2)c1	12	13	-14	-4	2	5	16	8	8.0
COc1ccc(NC2=C(NC(C)=O)C(=O)c3ccccc3C2=O)cc1	3	1	-10	0	-1	-7	-0.7	-11	0.6
OCCc1ccc(O)c(-n2nc3ccccc3n2)c1	6	-16	0	5	-5	-13	0.1	-10	1.4
CC(=O)NCCCC(=O)NNC1CC(=O)N(c2cccc(Cl)c2)C1=O (stereo not drawn)	2	-4	-10	16	-2	-24	2.7	4	0.2
COc1cc(NC(=S)N2CCN(CCO)CC2)c(OC)cc1Cl	13	-14	-8	6	-5	-1	0.7	-2	-0.6
CCC1CCC(C(=O)NNC(=O)OC)CC1 (stereo not drawn)	2	2	-9	1	-7	-9	1.3	-10	-0.1
CCOC(=O)COc1ncn(-c2ccccc2)n1	-2	-9	-11	5	-2	2	-0.1	-3	-0.5
CC[C@@H]1C(c2ccc(F)cc2)=NN(c2ccc(Br)cc2)[C@H]1C(=O)N1CCOC1=O	0	8	nt	-6	-2	4	nt	-17	nt
S=C1Nc2cc(Cl)ccc2Sc2ccccc21	5	-1	5	9	-3	-3	2.0	1	0.6
CCOc1ccc(C)cc1S(=O)(=O)N1CCCCC1	7	0	-1	-5	-7	10	-1.4	-6	-1.9
O=C(CC(NC(=O)OCc1ccccc1)C(=O)O)OCc1ccccc1 (stereo not drawn)	3	5	-9	5	-3	1	0.8	9	-0.3
O=C(Cc1cccs1)Nc1ccc(C(=O)O)cc1	10	6	-13	1	-2	-21	-0.6	8	-0.7
CC(C)(C)C(=O)CN1CCN(S(=O)(=O)c2ccc(F)cc2)CC1	3	12	-7	6	-4	-10	0.5	-12	-0.1
CC[C@]12C(=O)N(C)C[C@H]([C@@H]3C(=O)N(C)C(=O)[C@@H]31)N2C(=O)c1ccc(C)cc1	4	0	nt	23	1	-20	nt	nt	nt
CC1(C(=O)NS(=O)(=O)Cc2ccccc2)CCN1C(=O)Cc1ccccc1 (stereo not drawn)	2	-3	nt	13	1	-4	nt	nt	nt

Exported as labelled records: 2 of the compounds above
> S=C1Nc2cc(Cl)ccc2Sc2ccccc21
  TAAR1 agonist: 5 | TAAR1 antag: -1 | OXTR potentiate: 5 | M1 PAM: 9 | M1 ag: -3 | CHRM1 antagonist: -3 | V1aR counter: 2.0 | CHO parental Ca: 1 | OXTR agonist: 0.6

> CCOc1ccc(C)cc1S(=O)(=O)N1CCCCC1
  TAAR1 agonist: 7 | TAAR1 antag: 0 | OXTR potentiate: -1 | M1 PAM: -5 | M1 ag: -7 | CHRM1 antagonist: 10 | V1aR counter: -1.4 | CHO parental Ca: -6 | OXTR agonist: -1.9

Going on with the list:
SMILES	TAAR1 agonist	TAAR1 antag	OXTR potentiate	M1 PAM	M1 ag	CHRM1 antagonist	V1aR counter	CHO parental Ca	OXTR agonist
COCCNC(=O)c1cccc(OC2CCN(Cc3ccc(C(=O)OC)cc3)CC2)c1	0	-24	10	-17	19*	71*	-0.8	-20	0.8
C=CC[C@@H](CC(=O)NCCO)C(=O)N[C@@H](C)COC(=O)[C@@H](CC=C)Cc1ccc(F)cc1	10	-6	-5	15	3	-21	1.1	-21	0.2
Cc1ccc(N(Cc2ccc(C(=O)Nc3ccccc3C(=O)NCc3ccco3)cc2)S(C)(=O)=O)cc1C	nt	nt	-11	-6	-1	25	4.7	15	4.3
Cc1cc(C)cc(N(C(=O)c2csnn2)C(C(=O)NC2CCCCC2)c2ccccn2)c1 (stereo not drawn)	2	-10	-4	5	-2	-11	1.3	-17	2.1
CCOC(=O)C1CCCN(C(=O)CS(=O)(=O)Cc2ccccc2)C1 (stereo not drawn)	6	-10	-10	5	2	2	0.5	-14	-1.0
O=[N+]([O-])c1ccc(NC(=S)NCc2ccc(F)cc2)cc1	12	38	-27	-12	8	28*	14	74*	22*
CC12CN(NC(=O)c3ccc(Cl)cc3)C3(C#N)CC1CCC23C (stereo not drawn)	-2	-18	2	-7	-7	6	-1.2	5	-2.4
C[C@@H](C(=O)NCc1ccco1)N1C(=O)N2CCc3c([nH]c4ccccc34)[C@@]2(C)C1=O	2	9	-10	8	-4	-10	4.8	-11	2.0
CC(C)CC(=O)Nc1ccc(C(=O)COC(=O)C2CC(=O)N(Cc3ccccc3)C2)cc1 (stereo not drawn)	4	5	-6	8	9	-10	2.2	-17	2.7
N#Cc1ccc(N2CCOCC2)c([N+](=O)[O-])c1	11	-15	-1	13	-5	-11	-0.5	5	0.1
O=C(CCSc1nccn1Cc1ccccc1)N1CCOCC1	5	-15	1	3	-12	-8	1.5	-8	-1.0
CCOc1ccc(/C=C2/SC(=S)N(C(C(=O)O)c3ccccc3)C2=O)cc1OCC (stereo not drawn)	5	17	nt	11	-4	-6	nt	nt	nt
CN(c1ccccc1)S(=O)(=O)c1cccc(C(=O)NC2CC(C)(C)NC(C)(C)C2)c1	-1	-1	-1	16	-8	-18	1.9	-3	1.7
CC1CCCCN1CCNC(=O)c1cnn2ccccc12 (stereo not drawn)	0	-7	-1	2	-9	-7	0.8	-4	0.1
Cc1ccc(-c2cn3cc(C)ccc3n2)cc1	-2	10	-2	16	-4	-7	5.9	-32	-2.3
O=C(NC(=S)Nc1ccc(N2CCN(C(=O)c3ccccc3)CC2)cc1)c1cccs1	8	-3	-11	1	-2	4	6.0	4	5.3
O=C(NCCCN1CCCCC1)C1CC(=O)N(CCc2ccccc2)C1 (stereo not drawn)	1	-31	2	5	-4	0	1.8	-9	0.2
COc1ccc(S(=O)(=O)NN(C)C(=O)c2nn(-c3ccccc3)ccc2=O)cc1	8	7	-12	6	-4	-6	-0.1	-5	-1.3
N/C(=N\c1nc2c(c(=O)[nH]1)CCCC2)Nc1ccccc1Sc1ccccc1	15	-4	-2	9	-3	-13	0.2	-19	-0.4
Cn1c(=O)cc(OCCCC(=O)NCc2cccnc2)c2ccccc21	3	4	-3	4	-9	-2	0.5	-1	-0.2
